# Screening results: PubChem BioAssay, several laboratories
# GLD-1 RNA inh: GLD-1-TGE RNA interaction inhibition (C. elegans) | Q17339 | purified GLD-1 + fluorescein TGE RNA, fluorescence polarization | inhibition, % at 5.96 µM | actives 0.44% (n = 320,000);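 active means percent inhibition above a per-plate cutoff, the plate mean of test compounds plus 3 SD, cut at about 30% in these data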;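 further: 0% = DMSO wells with GLD-1 and probe and 100% = wells lacking GLD-1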
# Target sequence (Q17339 whole entry, looked up): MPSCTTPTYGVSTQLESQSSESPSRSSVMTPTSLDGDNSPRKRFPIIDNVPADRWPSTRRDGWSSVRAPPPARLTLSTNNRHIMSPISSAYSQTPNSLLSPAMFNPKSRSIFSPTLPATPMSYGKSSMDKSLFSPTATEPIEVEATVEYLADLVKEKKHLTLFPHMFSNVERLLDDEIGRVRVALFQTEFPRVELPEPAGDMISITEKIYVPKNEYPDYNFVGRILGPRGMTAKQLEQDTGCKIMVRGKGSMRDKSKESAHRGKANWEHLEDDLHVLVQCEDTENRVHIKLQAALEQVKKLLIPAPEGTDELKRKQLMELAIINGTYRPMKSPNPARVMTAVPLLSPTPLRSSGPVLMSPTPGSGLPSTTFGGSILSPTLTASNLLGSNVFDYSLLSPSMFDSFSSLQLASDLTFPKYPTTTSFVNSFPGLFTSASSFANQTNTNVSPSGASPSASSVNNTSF
# MEX-5 binding: C. elegans MEX-5 TCR-2 RNA binding activity | MEX-5/FITC-TCR2 RNA binding, fluorescence polarization; hits give low values | Q9XUB2 | actives 0.38% (n = 300,000) | activity score (negative = inhibition of binding), % at 10 µM;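 active means inhibition past about -25% in most replicates, and total fluorescence under double the plate's negative control median, limit read from the data; inconclusive means replicates evenly split on the limit, or fluorescence at least double controls; inactive means too little inhibition in most replicates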;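 further: 0% = DMSO and -100% = 5 µM competing unlabeled TCR2 RNA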
# GRK2 inh: human GRK2 inhibition via aptamer displacement. P25098. bead flow cytometry, FAM-aptamer displacement from GRK2. inhibition of aptamer binding, % at 10 µM. actives 0.59% (n = 330,000). AID 488847;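 active means inhibition of aptamer binding above 40%, roughly 3 SD of noise, on plates passing a quality check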;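 further: median bead fluorescence of bound FAM aptamer so fluorescent compounds give negative values; no value below 0 was filed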
# VLA-4 inh: inhibition in a human VLA-4 binding assay; P13612; VLA-4 expressing cells, ligand binding flow cytometry; inhibition, % (about 7 µM as worked out from the volumes in the protocol); actives 0.2% (n = 330,000); in the data active means inhibition above about 50%
# Fam108B counter: counter-screen for RBBP9 inhibitors: inhibitors of mouse Fam108B; recombinant Fam108B, FP-Rh probe fluorescence polarization; inhibition, % at 9.51 µM; actives 0.33% (n = 300,000); AID 1947;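 active means inhibition above the screen mean inhibition plus 3 SD, computed separately per campaign, cut at about 18% in these data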;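 further: inhibitors lower polarization as less probe binds the enzyme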
# MCL1 BIM primary: disrupts human MCL1 binding to BIM-BH3 peptide | actives 0.68% (n = 320,000) | AID 2057 | inhibition, % at 10.9 µM | GST-MCL1 / FITC-Bim-BH3 fluorescence polarization | Q07820;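 active means inhibition above the mean inhibition of all tested compounds plus 3 SD, set per campaign, cut at about 40% in these data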;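 further: 0% = DMSO wells and 100% = unlabeled Bim-BH3 peptide control; higher means more loss of mP so more displacement of Bim peptide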
# Target sequence (Q07820 whole entry, looked up): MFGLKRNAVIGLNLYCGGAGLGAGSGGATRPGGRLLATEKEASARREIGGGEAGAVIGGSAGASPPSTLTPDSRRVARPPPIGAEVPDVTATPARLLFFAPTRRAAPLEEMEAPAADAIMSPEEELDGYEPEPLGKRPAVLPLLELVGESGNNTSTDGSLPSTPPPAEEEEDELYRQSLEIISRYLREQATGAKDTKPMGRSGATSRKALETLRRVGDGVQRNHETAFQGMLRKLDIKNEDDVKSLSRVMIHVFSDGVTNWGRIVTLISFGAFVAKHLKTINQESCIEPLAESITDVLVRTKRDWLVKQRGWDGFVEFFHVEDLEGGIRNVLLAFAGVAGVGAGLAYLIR
# CIT2-GFP yeast: yeast TOR pathway CIT2-GFP modulation | S. cerevisiae CIT2-GFP strain, flow cytometry, 3 h; 100 means same as DMSO wells | GFP response vs DMSO, % at 10 µM | actives 0.065% (n = 320,000) | AID 2029;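 active means GFP response relative to DMSO above a set limit, near the screen mean plus 3 SD, cut at about 150% in these data; inconclusive means Fewer than 70 cells measured for a yeast strain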;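 further: ratio of well median GFP fluorescence to mean of DMSO wells on the plate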
# AGP1 TOR yeast: alters AGP1-GFP fluorescence in TOR pathway yeast screen | S. cerevisiae AGP1-GFP multiplex flow cytometry, 3 h; GFP as percent of DMSO wells | AID 2066 | GFP response vs DMSO, % at 10 µM | actives 0.02% (n = 320,000);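 active means GFP response relative to DMSO above a set limit, near screen average plus 3 SD, cut at about 150% in these data; inconclusive means fewer than 70 cells counted for the yeast strain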;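 further: median GFP channel fluorescence of the gated AGP1 strain per well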
# Bcl-xL primary: blocks human Bcl-xL binding to Bim BH3 peptide. GST-Bcl-xL / FITC-Bim BH3 peptide fluorescence polarization. inhibition, % at 10.9 µM. actives 0.7% (n = 320,000). AID 2129;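 active means inhibition above the mean of all tested compounds plus 3 SD, cutoff set per campaign, cut at about 30% in these data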;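 further: 0% = DMSO wells and 100% = unlabeled Bim-BH3 peptide competitor; inhibitors lower millipolarization by displacing the labeled peptide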
# Target sequence (Q07817 whole entry, looked up): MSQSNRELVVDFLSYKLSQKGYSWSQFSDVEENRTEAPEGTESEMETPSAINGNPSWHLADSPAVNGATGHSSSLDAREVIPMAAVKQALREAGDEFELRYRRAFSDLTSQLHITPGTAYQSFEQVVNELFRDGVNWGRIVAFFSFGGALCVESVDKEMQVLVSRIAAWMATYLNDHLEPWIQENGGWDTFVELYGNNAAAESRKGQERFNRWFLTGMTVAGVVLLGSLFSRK
# An asterisk follows results filed as active; ? = inconclusive; nt = no result given.
cpd	structure	GLD-1 RNA inh	MEX-5 binding	GRK2 inh	VLA-4 inh	Fam108B counter	MCL1 BIM primary	CIT2-GFP yeast	AGP1 TOR yeast	Bcl-xL primary
1	CC(=O)OC1COC(N2CCc3cc([N+](=O)[O-])ccc32)C(OC(C)=O)C1OC(C)=O (stereo unspecified)	-2	1.0	1	14	1	-3	84	86	3
2	COc1ccc(NC(=S)N/N=C/c2cccn2Cc2ccc(F)cc2)cc1	3	0.4	1	6	4	11	105	107	2
3	CN(C)S(=O)(=O)c1cccc(NC(=O)COc2nc3ccccc3nc2N2CCOCC2)c1	-5	3.1	0	11	-2	-20	94	87	-4
4	O=C(Cc1cccs1)Nc1ccc(N2CCOCC2)cc1	-2	-1.6	2	3	0	7	92	101	5
5	COc1ccc([N+](=O)[O-])cc1NC(=O)CCN1CCN(C)CC1	-2	3.1	0	-3	3	1	95	99	1
6	COc1ccc(S(N)(=O)=O)cc1C(=O)NNC(=O)CN(C)S(=O)(=O)c1ccc(Cl)cc1	4	nt	0	-3	nt	4	90	97	-6
7	CC1CN(c2ccc(NS(=O)(=O)c3ccccc3)cc2C(=O)O)CC(C)O1 (stereo unspecified)	3	-2.0	3	12	4	-4	105	104	2
8	Cc1ccc(NC(=O)c2ccco2)c(NC(=O)COc2ccccc2)c1	0	-1.0	2	12	-1	7	90	84	4
9	CCOC(=O)c1cnc(C(F)(F)F)nc1Oc1ccccc1	5	0.7	2	-3	6	4	105	91	6
10	COC(=O)c1ccc(COc2ccc(NC(C)=O)cc2)o1	2	2.7	3	13	0	5	86	97	7
11	N#CC(C#N)=CN=c1ccn(Cc2ccc(Cl)cc2Cl)cc1	2	-4.3	0	-2	-2	4	101	96	2
12	COc1cc(C=O)ccc1OCC(=O)Nc1ccc2c(c1)OCO2	-4	-0.8	0	2	3	5	nt	93	1
13	Cc1ccc(CN(C(=O)COc2cccc(C)c2C)C2CCS(=O)(=O)C2)o1 (stereo unspecified)	6	0.1	2	-2	2	4	114	106	3
14	COc1ccccc1CNC(=O)COc1ccccc1OC	1	-3.7	0	3	-1	-9	95	97	-2
15	COc1ccccc1NS(=O)(=O)c1c(C)nc2sccn2c1=O	2	4.3	0	28	1	2	101	105	6
16	CCOC(=O)c1cccc(NC(=O)CCOc2ccccc2)c1	-4	1.9	3	-5	6	12	79	94	6
17	CC1CCN(C(=O)COc2ccc(Nc3ccccc3)cc2)CC1	4	1.0	1	0	-2	8	90	94	4
18	COCCCNC(=O)C1CCN(S(=O)(=O)c2ccc3nc4c(c(C(=O)O)c3c2)CCCCC4)CC1	-1	-2.9	1	2	1	11	103	95	3
19	CC12CCC(C(=O)N3CCN(c4ccccc4)CC3)(CC1=O)C2(C)C (stereo unspecified)	-3	0.0	0	7	-2	2	102	106	-1
20	Cc1oc2c(CN3CCCC3)c(O)ccc2c(=O)c1-c1ccccc1	4	nt	1	-8	-2	3	99	107	1
21	CCCn1c2c(c(=N)c3c1CCC3)CCCC2	-3	-7.0	2	18	0	-17	96	109	-8
22	O=C(C1=C(O)C(=O)N(c2ncccn2)C1c1ccc(Cl)c(Cl)c1)c1ccco1 (stereo unspecified)	20	-0.6	1	-18	4	22	105	106	21
23	Cc1ccc(CN2CC(C(=O)Nc3cc(S(C)(=O)=O)ccc3Cl)CC2=O)cc1 (stereo unspecified)	0	0.7	3	9	2	5	103	106	4
24	CC(C)(C)c1cc(C(=O)NCC(=O)OCC(=O)c2cccc([N+](=O)[O-])c2)cc(C(C)(C)C)c1	-2	-1.9	1	16	-2	-1	96	91	3
25	COc1cccc(N2CCN(c3ccc4nnc(CCC(=O)Nc5ccc(C)cn5)n4n3)CC2)c1	7	-2.1	5	-7	1	-5	108	22	-1
26	CCn1cnc2c1c(=O)n(CC(=O)NCC(C)C)c(=O)n2Cc1ccccc1	-4	-2.0	1	-5	3	-1	98	96	1
27	CC(CC(=O)NCCc1ccc(Cl)cc1)S(=O)(=O)c1ccc2c(c1)NC(=O)CO2 (stereo unspecified)	3	2.0	0	0	0	11	99	96	10
28	COc1ccc(NS(=O)(=O)c2cn(C)cn2)cc1	2	3.3	0	-11	0	-1	101	103	1
29	Cc1c(C(=O)N2CCN(S(=O)(=O)c3ccccc3F)CC2)oc2c(Cl)cccc12	-2	nt	0	43	nt	2	?	?	3
30	COc1cccc(CN2CC(C(=O)NCCn3cccn3)CCC2=O)c1 (stereo unspecified)	2	-2.0	0	-2	-1	-2	110	103	-2
31	CC(C)(C)c1nnc(N/N=C/c2ccc(O)cc2)n(N)c1=O	8	1.7	0	9	7	11	102	103	9
32	O=[N+]([O-])c1ccc(Oc2ccc(S(=O)(=O)N3CCOCC3)cn2)cc1	4	-0.3	0	-3	3	3	103	102	2

# Six entries out of the list above, sorted by the value under MCL1 BIM primary, smallest number first.
item	SMILES	MCL1 BIM primary
3	CN(C)S(=O)(=O)c1cccc(NC(=O)COc2nc3ccccc3nc2N2CCOCC2)c1	-20
21	CCCn1c2c(c(=N)c3c1CCC3)CCCC2	-17
14	COc1ccccc1CNC(=O)COc1ccccc1OC	-9
30	COc1cccc(CN2CC(C(=O)NCCn3cccn3)CCC2=O)c1 (stereo unspecified)	-2
31	CC(C)(C)c1nnc(N/N=C/c2ccc(O)cc2)n(N)c1=O	11
16	CCOC(=O)c1cccc(NC(=O)CCOc2ccccc2)c1	12

# Whole records as entered above. Values in the order: GLD-1 RNA inh	MEX-5 binding	GRK2 inh	VLA-4 inh	Fam108B counter	MCL1 BIM primary	CIT2-GFP yeast	AGP1 TOR yeast	Bcl-xL primary
# Shown for Cc1oc2c(CN3CCCC3)c(O)ccc2c(=O)c1-c1ccccc1 → 4	nt	1	-8	-2	3	99	107	1
# Shown for Cc1ccc(NC(=O)c2ccco2)c(NC(=O)COc2ccccc2)c1 → 0	-1.0	2	12	-1	7	90	84	4

# Additional entries follow:
cpd	structure	GLD-1 RNA inh	MEX-5 binding	GRK2 inh	VLA-4 inh	Fam108B counter	MCL1 BIM primary	CIT2-GFP yeast	AGP1 TOR yeast	Bcl-xL primary
33	CCOC(=O)N1CCN(C(=O)c2ccc3c(=O)n(CCOC)c(=O)[nH]c3c2)CC1	3	-1.2	1	0	8	3	99	99	8
34	Cc1nnc(SCc2ccc(Cl)c(Cl)c2)s1	-4	2.3	0	0	-1	0	98	92	-6
35	N#Cc1ccncc1Sc1ccc(Cl)cc1	4	-2.1	1	4	-2	-2	108	101	4
36	N#CCc1ccc(NS(=O)(=O)c2ccc(C3CCCCC3)cc2)cc1	8	0.4	78*	8	-1	1	91	97	3
37	Cn1c(=O)c2[nH]c(-c3ccccc3Cl)c(O)c2n(C)c1=O	152*	-13	0	8	-3	134*	102	113	115*
38	CC(C(=O)N1CCc2ccccc21)N1CCN(S(=O)(=O)c2ccc(C(F)(F)F)cc2)CC1 (stereo unspecified)	-2	nt	1	5	nt	-11	94	90	-4
39	NC(=O)C1CC(=O)N(c2ccc(OCc3ccc(Cl)cc3)cc2)C1 (stereo unspecified)	-35	2.0	6	5	0	7	109	102	-4
40	c1ccc2[nH]c(CN3CCN(c4ncnc5c4oc4ccccc45)CC3)nc2c1	2	nt	0	-4	-2	1	92	98	3

41: Cc1ccc(CSCC(=O)Nc2ccccc2C(=O)O)cc1
42: CC(=O)Nc1ccc2c(c1)nc(CCN1CCC(C)CC1)n2C
43: O=C(N/N=C/c1cc2c(cc1Br)OCO2)c1c[nH]c2ccccc12
44: COc1ccc(CCNC(=O)Cc2ccc(NC3=NC4CS(=O)(=O)CC4S3)cc2)c(OC)c1 (stereo unspecified)
45: COCO/C=C(\NC(C)=O)c1ccccc1
46: C=C1CCC[C@]2(C)C[C@H]3OC(=O)C(CN[C@@H](C)c4ccccc4)[C@H]3CC12 (stereo partly specified)
47: COc1ccc(N2CCN(C(=O)COCc3cc(-c4ccc5c(c4)OCO5)on3)CC2)cc1
48: COc1ccc(O)c(/C=N/n2c(-c3ccco3)csc2=Nc2cccnc2)c1
Compound	41	42	43	44	45	46	47	48
GLD-1 RNA inh	11	5	7	9	3	nt	6	0
MEX-5 binding	-2.9	2.1	0.1	1.1	nt	1.7	1.6	0.6
GRK2 inh	2	1	1	3	0	0	0	0
VLA-4 inh	8	-2	50*	30	21	3	9	-10
Fam108B counter	4	0	-7	-1	nt	nt	3	5
MCL1 BIM primary	3	7	1	5	-3	nt	-2	3
CIT2-GFP yeast	105	100	87	100	100	94	94	88
AGP1 TOR yeast	96	nt	99	115	108	91	110	98
Bcl-xL primary	5	7	0	1	-4	nt	3	-2

49: COC(=O)CNC(=O)c1ccc2c(c1)S(=O)(=O)c1ccccc1C2=O
50: CCOC(=O)c1c2n(c3ccc(O)cc13)CCC2
51: CCCCn1nc(C(=O)N(C)C2CCCCC2)c2ccccc2c1=O
52: CCCN(CCC)CC(O)CN1C(=O)NC(C)(C)C1=O (stereo unspecified)
53: CC(C)(C)Nc1nc(NC(C)(C)C)nc(-n2ccnc2)n1
54: CCc1ccc(-c2cc(C(=O)N/N=C/c3c[nH]c4ccccc34)[nH]n2)cc1
55: N#CCSc1nc(-c2ccccc2)nc2ccc(F)cc12
56: Cc1ccc(S(=O)(=O)N2[C@@H](c3ccc(F)cc3)C(C(=O)O)=C[C@H]2CC2CCCC2)cc1
Compound	49	50	51	52	53	54	55	56
GLD-1 RNA inh	5	1	6	-1	11	1	nt	-3
MEX-5 binding	3.2	2.7	nt	1.8	nt	-1.2	2.9	nt
GRK2 inh	0	0	2	0	0	4	1	1
VLA-4 inh	-4	30	6	9	3	2	11	-24
Fam108B counter	1	2	nt	-4	1	2	nt	nt
MCL1 BIM primary	-2	9	-6	4	2	-2	nt	nt
CIT2-GFP yeast	95	102	94	106	102	104	104	93
AGP1 TOR yeast	91	99	101	119	90	92	98	86
Bcl-xL primary	1	5	-4	5	1	-3	nt	nt

57: N#C/C(=C(/O)CN1CCCC1)c1nc(-c2ccccc2)cs1
58: CCn1c2ccccc2c2cc(NC(=O)COC(=O)c3cccc(S(=O)(=O)NC)c3)ccc21
59: Cc1cccc(NC(=O)CSc2nnc(-c3cc(C)n(-c4ccccc4)c3C)o2)c1C
60: CCOCCCNC(=S)Nc1cc(C)cc(C)c1
Compound	57	58	59	60
GLD-1 RNA inh	-7	-3	5	5
MEX-5 binding	1.0	1.4	2.5	1.7
GRK2 inh	0	1	2	0
VLA-4 inh	-52	8	10	3
Fam108B counter	-2	6	-10	-4
MCL1 BIM primary	8	-23	-4	14
CIT2-GFP yeast	93	88	78	105
AGP1 TOR yeast	102	83	96	94
Bcl-xL primary	5	-4	5	4
